# ATXN viability = reduces viability in counter-screen for ATXN expression inhibitors | S2 cells (HEK-293 line with an ATXN2-luciferase reporter) viability, CellTiter-Fluor protease fluorescence, 24 h | Potency, µM (doses to about 56.7 µM), actives largely listed as cytotoxic | 400,000 tested, 0.49% active | AID 651635; also: nearly all actives have a fitted effect of over 40% in size
# Nrf2 ARE act = Nrf2 pathway activation; AREc32 ARE-luciferase reporter (MCF7-derived line), luminescence, 24 h; AID 624171; 410,000 tested, 0.31% active; Potency, µM (doses to about 46.1 µM), for inactives: at the top dose activation, actives largely listed as activators; also: % of control where 0% means no effect; nearly all actives have a fitted effect of over 65% in size
#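 Each well held 1000 AREc32 cells, which were incubated with compound for 24 hr at 37 deg C after overnight attachment, and ARE reporter activity was quantified by firefly luciferase luminescence.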
# Nrf2 inh = blocks Nrf2 signaling; A549 ARE-Fluc reporter, luciferase luminescence, 18-24 h; Potency, µM (doses to about 46 µM), inactives show at the highest dose activity change, negative = inhibition, usual class: inhibitors; AID 504444; 360,000 tested, 2.1% active; also: % is scaled to controls: 0 for no effect and ±100 for the full control effect; nearly all actives have a fitted effect of over 60% in size
#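 A549 ARE_Fluc cells, 5000/well, 5% FBS OPTI-MEM; compounds in dose-response, 18-24 h at 37 °C/5% CO2; CellTiter-Fluor viability read (Ex 405/Em 525), then BugLite luciferase luminescence = Nrf2 activity.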
# MCF10A rereplic = induces DNA re-replication in MCF 10a normal breast cells. 350,000 tested, 2.9% active. MCF 10A DNA re-replication, Hoechst nuclear intensity, 48 h. Potency, µM (doses to about 46.1 µM), for inactives: at the highest dose activity, positive = re-replication, most hits filed as activators. AID 624296; also: % of control where 0% means no effect; nearly all actives have a fitted effect of over 50% in size
# TGFb SMAD3 inh = inhibitors of TGF-b signaling; HepG2 CAGA-GFP TGF-b/SMAD3 reporter, GFP fluorescence, 18 h; TGF-beta stimulated, 500 pg/mL final; 410,000 tested, 1.2% active; AID 588855; Potency, µM (top dose mostly 46.1 µM), for the others: at the highest dose activity, negative = inhibition, hits mostly inhibitors; also: % is scaled to controls: 0 for no effect and ±100 for the full control effect; nearly all actives have a fitted effect of over 65% in size
#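 Inhibition was scored as loss of TGF-beta-induced (500 pg/mL final, 18 hours, 37 degrees C) GFP in HEPG2 cells carrying a CAGA-GFP reporter, in DMEM with 1% FBS. Well GFP was summed per cell; Activity was normalised to unstimulated and stimulated DMSO wells, then concentration-response fitting.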
# EPAC2 antag = blocks human EPAC2 exchange factor; Q8WZA2; EPAC2 GEF exchange of Rap1B-BODIPY-GDP, fluorescence; Potency, µM (series often up to 114 µM), for inactives: top-dose activity, negative = inhibition, usual class: inhibitors; 360,000 tested, 0.18% active; AID 720708; also: % is scaled to controls: 0 for no effect and ±100 for the full control effect; nearly all actives have a fitted effect of over 45% in size; many of its hits are not listed in these tables
# Target sequence (Q8WZA2 whole entry, looked up): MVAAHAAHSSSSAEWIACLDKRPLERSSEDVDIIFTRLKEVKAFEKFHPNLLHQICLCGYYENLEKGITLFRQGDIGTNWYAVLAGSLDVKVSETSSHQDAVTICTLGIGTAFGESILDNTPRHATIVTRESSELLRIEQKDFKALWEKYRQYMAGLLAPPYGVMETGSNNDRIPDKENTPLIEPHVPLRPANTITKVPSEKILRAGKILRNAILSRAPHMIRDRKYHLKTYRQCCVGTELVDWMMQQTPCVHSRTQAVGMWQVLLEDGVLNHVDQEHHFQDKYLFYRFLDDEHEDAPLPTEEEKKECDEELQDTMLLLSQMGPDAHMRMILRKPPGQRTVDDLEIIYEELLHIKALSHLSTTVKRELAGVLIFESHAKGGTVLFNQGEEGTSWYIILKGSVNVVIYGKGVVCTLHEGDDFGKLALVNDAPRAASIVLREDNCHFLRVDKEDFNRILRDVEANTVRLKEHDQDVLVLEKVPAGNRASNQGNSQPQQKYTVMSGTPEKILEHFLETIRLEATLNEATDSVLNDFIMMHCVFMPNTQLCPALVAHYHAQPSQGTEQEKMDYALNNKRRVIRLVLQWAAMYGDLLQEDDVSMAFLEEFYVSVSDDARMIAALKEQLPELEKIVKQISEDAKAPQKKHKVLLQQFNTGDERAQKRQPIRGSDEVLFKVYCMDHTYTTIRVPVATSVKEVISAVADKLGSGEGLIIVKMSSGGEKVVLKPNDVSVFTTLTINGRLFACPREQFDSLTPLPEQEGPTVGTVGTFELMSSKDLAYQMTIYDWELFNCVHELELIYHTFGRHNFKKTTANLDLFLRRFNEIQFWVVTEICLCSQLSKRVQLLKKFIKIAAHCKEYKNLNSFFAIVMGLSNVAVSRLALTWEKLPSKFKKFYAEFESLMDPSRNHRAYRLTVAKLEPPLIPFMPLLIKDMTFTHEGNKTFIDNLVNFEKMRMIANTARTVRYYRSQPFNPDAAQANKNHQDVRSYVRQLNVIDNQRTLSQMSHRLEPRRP
# HepG2 viability = HepG2 cytotoxicity, counter-screen for TGF-b inhibitors. HepG2 CAGA-GFP viability, ATP luminescence, 18 h. Potency, µM (doses to about 46.1 µM), for inactives: at the highest dose activity change, negative = cytotoxicity, hits mostly cytotoxic. 410,000 tested, 0.76% active; also: some results filed as inactive show a strong effect at the top dose
#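 HepG2 CAGA-GFP cells (1000/well, DMEM with 1% FBS) received compound, then TGF-beta at 500 pg/mL final, and were incubated 18 hours at 37 degrees C. Viability was read by CellTiter-Glo luminescence. Media-only wells were set as complete cell-killing and DMSO as no toxicity.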
# A549 tox = kills or reduces viability of A549 cells in Nrf2 counter-screen; A549 ARE-Fluc cells, CellTiter-Fluor viability, 18-24 h; Potency, µM (highest dose often 46 µM), for inactives: at the top dose activity change, negative = cytotoxicity, most hits filed as inhibitors; 390,000 tested, 0.16% active; AID 504648; also: % is scaled to controls: 0 for no effect and ±100 for the full control effect
#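 A549 ARE-Fluc cells in 5% FBS OPTI-MEM, 5000 cells/well, rested 2 h then exposed to compounds in concentration-response for 18-24 h at 37 °C. Viability by CellTiter-Fluor fluorescence (Ex 405/Em 525) after 30 min; luciferase luminescence (BugLite, 15 min, RT) read afterwards.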
# ATXN2 expr inh = ATXN2 expression inhibition | HEK-293 ATXN2-luciferase reporter, luminescence, 24 h | Potency, µM (series often up to 57 µM), for the others: top-dose activity change, negative = inhibition, actives largely listed as inhibitors | 360,000 tested, 0.72% active; also: % is scaled to controls: 0 for no effect and ±100 for the full control effect; nearly all actives have a fitted effect of over 55% in size
#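 ATXN2-luciferase reporter cells (luciferase flanked by upstream and downstream ATXN2 gene portions) were treated 24 h at 37 °C with compounds at up to 57 uM. SteadyGlo luminescence gave expression; GF-AFC fluorescence gave viability.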
# Starred values were filed as active, the others as inactive; i = inactive; ? = inconclusive; nt = not tested or not shown; [ ] = dose if it differs, or a comment. Calls follow the shape of the dose curve; as a rule, active = well fitted curve in the direction sought with a large enough effect; inconclusive = small, poorly fitted or top-dose-only effect, or another doubt; inactive = no such curve, though single readings can be large; an effect the other way counts as inactive or inconclusive. Potency is read from the fitted curve at half-maximal effect.
# Results follow in this order: ATXN viability	Nrf2 ARE act	Nrf2 inh	MCF10A rereplic	TGFb SMAD3 inh	EPAC2 antag	HepG2 viability	A549 tox	ATXN2 expr inh
CC1CCN(C(=O)Cn2cc(SCc3cccc(F)c3)c3ccccc32)CC1
  nt	3.7%	-26%	nt	-29%	nt	-23%	1%	nt
Cc1ccc(CCNC(=O)CCS(=O)(=O)c2cc3c(cc2Cl)NC(=O)CO3)cc1
  i	-2.4%	-9%	nt	-5%	nt	-19%	6%	-14%
O=C1c2ccccc2C(=O)N1CC#CCN1CCN(C(c2ccccc2)c2ccccc2)CC1
  i	5.2%	-1%	?	0%	4%	0%	-5%	-1%
COC(=O)c1cccc(NC(=O)CSc2nnc(COc3ccc(C#N)cc3)n2-c2ccccc2)c1
  i	2.5%	-19%	?	-13%	-1%	-2%	-3%	-15%
O=C(NCc1cccnc1)C1CCN(Cc2cc3ccccc3n2Cc2ccccc2)CC1
  i	10.0%	nt	nt	?	nt	-55%	-8%	-9%
COc1cc2nc(N(CCCN(C)C)C(=O)c3ccc(S(=O)(=O)N(C)C4CCCCC4)cc3)sc2cc1OC
  ?	1.9%	14%	13%	5%	-3%	-28%	-8%	-13%
O=C(O)CCCC(=O)Nc1c(F)c(F)c(F)c(F)c1F
  i	-0.7%	3%	0%	0%	4%	9%	-11%	6%
CCOC(=O)c1c(NC(=O)CSc2nc(-c3ccc(OC)cc3)cc(C(F)(F)F)n2)sc(C)c1C
  i	-0.9%	3%	nt	1%	nt	-2%	5%	4%
CCC(=O)N1c2ccc(S(=O)(=O)CCC(=O)Nc3nccs3)cc2CC1C (configuration not stated)
  i	?	-17%	8%	28%	14%	-19%	-4%	19%
Cc1ccc(NC(=O)CSc2nc3c(cc2C#N)C(=O)CCC3)cc1S(=O)(=O)N(C)C
  ?	1.9%	?	?	2%	4%	-2%	-3%	-14%
COc1cc(OC)cc(C(=O)NCCCCc2ccccc2)c1
  i	0.1%	?	10%	-1%	-8%	1%	0%	-14%
Cn1nnnc1CCOCCc1nnnn1C
  i	-0.2%	nt	-10%	-12%	11%	5%	-4%	-3%
O=C(/C=C/NNC(=O)c1ccccc1)c1ccccc1
  i	5.1%	5%	?	-29%	5%	-17%	-2%	-5%
O=C(NCc1ccccc1)c1ccc(C(=O)NCc2ccccc2)cc1
  ?	0.2%	12%	-2%	0%	3%	5%	-1%	-18%
O=C(c1csc2c1CCCC2)N1CCN(c2cccc(C(F)(F)F)c2)CC1
  i	-0.1%	?	?	-14%	-10%	-22%	?	-20%
CC1CN(C(=O)COC(=O)c2ccc3ncsc3c2)CC(C)O1 (configuration not stated)
  i	-0.3%	?	-15%	5%	2%	1%	1%	7%
CCCCn1c(=N)n(CC(=O)c2ccco2)c2ccccc21
  i	13%	-26%	-16%	-7%	8%	-2%	2%	3%
CC(=O)C1CCC2C3CC(C)C4=CC(=O)CCC4(C)C3C(=O)CC12C (configuration not stated)
  i	-0.3%	-24%	0%	1%	5%	0%	-1%	-3%
CS(=O)(=O)Cc1ccc(C(=O)NCC2(N3CCCCC3)CCCCC2)cc1
  ?	0.3%	26%	1%	-1%	10%	-45%	3%	-18%
COCCn1c(-c2ccccc2)csc1=Nc1cccnc1
  i	4.3%	-7%	?	?	?	-25%	5%	-36%
CC1(CCc2ccccc2)NC(=O)N(CC(=O)N2CCCCCC2)C1=O (configuration not stated)
  i	-0.1%	-6%	-1%	-12%	1%	19%	2%	6%
Cc1cc(C)c(Cn2c3ccccc3c3cnn(CC(=O)NC4CCC(C)CC4)c(=O)c32)c(C)c1 (configuration not stated)
  i	-0.7%	-5%	nt	1%	nt	2%	14%	9%
COCCCNC(=O)C1C2C=CC3(CN(Cc4ccc(C)cc4)C(=O)C13)O2 (configuration not stated)
  i	-0.4%	-6%	3%	-21%	-2%	9%	-1%	-4%
N#CCCCSc1nnc(CSc2nc3ccccc3s2)n1-c1ccccc1
  i	-0.3%	-25%	?	3%	-7%	-3%	6%	5%
Cc1ccc(C)c2[nH]c(=O)c(CN(CC3CCCO3)S(=O)(=O)c3ccc4c(c3)OCCO4)cc12 (configuration not stated)
  ?	-0.6%	nt	0%	?	-1%	-12%	-17%	1%
CCOC(=O)c1ccc(NC(=O)CSCC(=O)OCC(=O)c2ccccc2)cc1
  i	2.0%	13%	?	6%	20%	3%	-7%	7%
CC(OC(=O)CNC(=O)c1ccc(Cl)cc1)C(=O)NC1CCCCC1C (configuration not stated)
  i	0.1%	8%	-1%	4%	-2%	-9%	5%	-11%
CC1CN(c2ccc(Cl)cc2)c2nc3c(c(=O)[nH]c(=O)n3C)n2C1 (configuration not stated)
  i	0.5%	-8%	-10%	-6%	-1%	-5%	0%	-28%
COc1ccc([C@H]2C(C(=O)O)=C[C@@H](CC3CCCC3)N2S(=O)(=O)c2ccc(C)cc2)cc1OC
  i	0.6%	?	-15%	-5%	4%	-28%	-4%	4%
CC(=O)c1ccc(NC(=O)CN(C)CC(=O)Nc2cccc(F)c2)cc1
  i	0.4%	3%	-12%	-10%	8%	7%	8%	8%
COc1cccc(NC(=O)c2ccnc(N3CCC(C(=O)NCc4cc(OC)ccc4OC)CC3)c2)c1
  i	1.7%	-24%	16%	18%	3%	-3%	3%	-17%
COc1ccc(CSC2=CS(=O)(=O)c3ccccc3N2)cc1
  i	4.4%	?	0%	-10%	-9%	-39%	4%	-17%
CCOC(=O)N1CCC(Nc2c(NCCN3CCN(Cc4ccccc4)CC3)c(=O)c2=O)CC1
  i	-0.6%	-3%	7%	14%	8%	-8%	-11%[1.84 µM]	-2%
COc1ccc2[nH]c(=O)c(CN(C(C)=O)c3cccc(C)c3)cc2c1
  i	-0.7%	?	-1%	-5%	0%	2%	0%	-1%
N#Cc1ccc(C(c2nnnn2C2CCCC2)N2CCC(Cc3ccccc3)CC2)cc1 (configuration not stated)
  i	0.4%	12%	-1%	-28%	12%	-20%	-14%	-4%
Cc1nc2nc(C)c(CCC(=O)N3CCc4ccccc43)c(C)n2n1
  i	0.3%	8%	2%	-14%	-3%	-10%	1%	8%
COc1cccc(CNCCNC(=O)c2ccco2)c1OC
  i	-0.6%	-7%	-6%	?	7%	0%	-4%	-10%
CCOC(=O)c1cc(-c2ccccc2)nn1-c1ccccn1
  i	0.3%	17%	-9%	3%	12%	8%	-9%	0%
O=C(O)c1cc(-n2[nH]c(=O)c3ccccc3c2=O)ccc1Cl
  i	3.0%	?	-22%	-1%	6%	-12%	-1%	10%
CCC(CO)Oc1cc(NCc2ccc(C(F)(F)F)cc2)c2ncn(C(C)C)c2c1 (configuration not stated)
  ?	-3.0%	-23%	-19%	?	-25%	-13%	?	-36%

# Part of the list above, limited to ATXN viability, HepG2 viability and A549 tox:
molecule,ATXN viability,HepG2 viability,A549 tox
CCOC(=O)c1ccc(NC(=O)CSCC(=O)OCC(=O)c2ccccc2)cc1,i,3%,-7%
CC(OC(=O)CNC(=O)c1ccc(Cl)cc1)C(=O)NC1CCCCC1C (configuration not stated),i,-9%,5%

# Additional compounds.
# Results follow in this order: ATXN viability	Nrf2 ARE act	Nrf2 inh	MCF10A rereplic	TGFb SMAD3 inh	EPAC2 antag	HepG2 viability	A549 tox	ATXN2 expr inh
CCCc1nc2oc3c(NCCN4CCOCC4)ncnc3c2c2c1CCCC2
  i	0.4%	?	4%	-16%	9%	-1%	15%	4%
Cc1cc(C)cc(NC(=O)CSc2ccccc2)c1
  i	5.9%	69%	2%	-7%	-5%	-18%	8%	42%[activator]
Cc1cc(C)c[n+](-c2nc([O-])sc2C=O)c1
  i	3.7%	nt	-3%	17%	12%	4%	1%	7%
CC(C)(C)c1ccc(OCC(=O)O)cc1
  i	-0.5%	15%	-2%	10%	2%	-9%	-3%	-2%

# Sorted by count of non-hydrogen atoms (falling): some entries from above.
# Results follow in this order: ATXN viability	Nrf2 ARE act	Nrf2 inh	MCF10A rereplic	TGFb SMAD3 inh	EPAC2 antag	HepG2 viability	A549 tox	ATXN2 expr inh
COc1cccc(NC(=O)c2ccnc(N3CCC(C(=O)NCc4cc(OC)ccc4OC)CC3)c2)c1
  i	1.7%	-24%	16%	18%	3%	-3%	3%	-17%
CCOC(=O)N1CCC(Nc2c(NCCN3CCN(Cc4ccccc4)CC3)c(=O)c2=O)CC1
  i	-0.6%	-3%	7%	14%	8%	-8%	-11%[1.84 µM]	-2%
N#Cc1ccc(C(c2nnnn2C2CCCC2)N2CCC(Cc3ccccc3)CC2)cc1 (configuration not stated)
  i	0.4%	12%	-1%	-28%	12%	-20%	-14%	-4%
CCC(CO)Oc1cc(NCc2ccc(C(F)(F)F)cc2)c2ncn(C(C)C)c2c1 (configuration not stated)
  ?	-3.0%	-23%	-19%	?	-25%	-13%	?	-36%
CCCc1nc2oc3c(NCCN4CCOCC4)ncnc3c2c2c1CCCC2
  i	0.4%	?	4%	-16%	9%	-1%	15%	4%
CC(=O)c1ccc(NC(=O)CN(C)CC(=O)Nc2cccc(F)c2)cc1
  i	0.4%	3%	-12%	-10%	8%	7%	8%	8%
Cc1nc2nc(C)c(CCC(=O)N3CCc4ccccc43)c(C)n2n1
  i	0.3%	8%	2%	-14%	-3%	-10%	1%	8%
COc1cccc(CNCCNC(=O)c2ccco2)c1OC
  i	-0.6%	-7%	-6%	?	7%	0%	-4%	-10%
Cc1cc(C)cc(NC(=O)CSc2ccccc2)c1
  i	5.9%	69%	2%	-7%	-5%	-18%	8%	42%[activator]
Cc1cc(C)c[n+](-c2nc([O-])sc2C=O)c1
  i	3.7%	nt	-3%	17%	12%	4%	1%	7%
CC(C)(C)c1ccc(OCC(=O)O)cc1
  i	-0.5%	15%	-2%	10%	2%	-9%	-3%	-2%

# Not all compounds are listed, so the mix of outcomes need not match the whole.
